From PubChem BioAssay
PTHR1 agonist = qHTS for PTHR1 Agonists: Primary Screen; HEK293 GP2 PTHR1 cells, GloSensor cAMP luminescence, 1 h; Parathyroid hormone/parathyroid hormone-related peptide receptor (Homo sapiens), Q03431; Potency, µM (highest dose often 115 µM), for the others: at the highest dose activation, most hits filed as activators; AID 743266, 2014; hit rate 0.075% among 410,000; active = well fitted activation curve with a large enough effect; inconclusive = small, poorly fitted or top-dose-only effect, or another doubt; inactive = no such curve, though single readings can be large or run the other way; note: potency is the fitted concentration of half-maximal effect; nearly all actives have a fitted effect of over 55% in size; some results filed as inactive show a strong effect at the top dose; inactives centre near -15; many of its hits are not listed in these tables
Target sequence (Q03431 whole entry, looked up): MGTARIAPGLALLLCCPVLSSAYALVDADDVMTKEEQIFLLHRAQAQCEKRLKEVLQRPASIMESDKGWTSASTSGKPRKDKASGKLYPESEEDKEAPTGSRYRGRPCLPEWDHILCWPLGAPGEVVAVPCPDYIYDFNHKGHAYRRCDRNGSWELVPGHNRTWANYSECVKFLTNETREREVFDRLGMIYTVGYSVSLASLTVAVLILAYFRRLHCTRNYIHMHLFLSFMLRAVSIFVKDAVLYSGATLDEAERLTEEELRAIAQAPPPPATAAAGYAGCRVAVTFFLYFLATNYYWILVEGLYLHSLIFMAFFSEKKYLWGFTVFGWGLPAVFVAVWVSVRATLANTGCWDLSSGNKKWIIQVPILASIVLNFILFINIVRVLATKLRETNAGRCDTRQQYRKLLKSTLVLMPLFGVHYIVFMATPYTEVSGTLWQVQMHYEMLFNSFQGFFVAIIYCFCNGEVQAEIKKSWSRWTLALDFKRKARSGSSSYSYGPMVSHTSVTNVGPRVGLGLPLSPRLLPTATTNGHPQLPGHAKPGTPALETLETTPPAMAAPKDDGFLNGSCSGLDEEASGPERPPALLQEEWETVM
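HEK-293-derived GP2 cells expressing PTHR1 and a GloSensor cAMP reporter, 3,000/well, plated overnight, given luciferin plus IBMX (each 0.5 mM as added) for 1 h at 37 °C, then compound for 1 h at 37 °C. Luminescence was read after 15 min at room temperature.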
DRD3 agonist = qHTS of D3 Dopamine Receptor Agonist: qHTS; max activation, %; D3R DiscoveRx beta-arrestin cells, luminescence, 90 min; D(3) dopamine receptor (Homo sapiens), P35462; hit rate 0.58% among 410,000; in the data active = max activation above about 30%; note: 0% is about no effect; mostly tested at two doses, the higher about 12 µM
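Cells at 1500/well, incubated overnight, then treated with pinned compounds (dopamine as control) for 90 min at 37 degrees C. DiscoveRx reagent added for 30 - 60 minutes at room temperature; luminescence read.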
* marks the source's active call; other numbers are inactive results; i = inactive; ? = inconclusive; [ ] = dose if it differs, or a comment. A portion of the library, so the mix of outcomes need not match the whole.

SMILES	PTHR1 agonist	DRD3 agonist
O=C(NCc1ccco1)c1ccc2c(c1)N(Cc1ccccc1)C(=O)c1ccccc1S2	?	-27
Cc1ccc2oc(=O)c3cnn(CC(=O)N4CCN(c5cccc(C(F)(F)F)c5)CC4)c3c2c1	i	10
COc1ccc(NC(=O)C(C)n2nc(-c3ccc(C)c(C)c3)ccc2=O)cc1OC (stereo unspecified)	i	9
CCC(C)NC(=O)Cn1ncc2c(C)n(Cc3ccc(F)cc3)c(C)c2c1=O (stereo unspecified)	i	7
COc1ccc(N(CC(=O)NCCc2cccc(C)c2)S(=O)(=O)c2c(C)nn(C)c2C)cc1	i	-2
O=C(NCCc1nc2ccccc2n1Cc1ccccc1F)c1ccc(F)cc1	i	-6
Cc1cc(C)c2c(CC(=O)N(Cc3ccc(Cl)cc3)Cc3ccco3)coc2c1	-37%[inhibitor]	-14
COc1ccc(OC)c(NC(=O)c2c(N3CCCC3=O)c3cc(OC)ccc3n2C)c1	-4%	4
CCc1ccc(-n2nc(CO)c(C(=O)NCc3ccccn3)n2)cc1	-63%[inhibitor]	-3
COc1ccc(C(=O)N(Cc2ccc(C(C)C)cc2)C2CCS(=O)(=O)C2)cc1 (stereo unspecified)	-50%	-2
CCOC(=O)C1=C(CN2CCCCC2)NC(=O)NC1c1ccc(OC)cc1 (stereo unspecified)	-21%	6
Cc1ccc(NC(=O)CCCc2nnc3n(C)c(=O)c4sccc4n23)cc1C	-36%[inhibitor]	3
COc1ccc(N2CC(NC(=O)COc3ccc4ccccc4c3)CC2=O)cc1 (stereo unspecified)	17%	-9
CC(C)COc1ccc(C(=O)NCC2OCCc3ccccc32)cc1 (stereo unspecified)	i	7
CCOc1ccccc1NC(=O)COC(=O)c1cn(CC)c2nc(C)ccc2c1=O	-1%	0
Cc1c(C(=O)Nc2ccc(F)c(Cl)c2)sc2nc3n(c(=O)c12)CCC3	-59%[inhibitor]	8
CCOc1ccccc1CNC(=O)c1cnc2sc(N3CCCC3)nn2c1=O	0%	11
CCOC(=O)c1c(C)n(-c2ccccc2)c2ccc(OC(=O)c3ccccc3Cl)cc12	i	4
Cc1ccc(Cn2c(C)c(CNCC(C)c3ccccc3)c(C(=O)O)c2C)cc1 (stereo unspecified)	i	2
Clc1ccc(-c2noc(-c3cccnc3NCc3ccco3)n2)cc1	i	3
Cc1ccc(CNC(=O)c2sc3nc(C)cc(C)c3c2-n2cccc2)cc1	i	15
COc1ccccc1-c1noc(-c2ccc(NC(C)C)c([N+](=O)[O-])c2)n1	-69%[inhibitor]	-5
Cn1c(=O)oc2cc(S(=O)(=O)NC(Cc3ccccc3)C(=O)NCc3ccc(F)cc3)ccc21 (stereo unspecified)	-97%[inhibitor]	2
Cc1ccc(CNC(=O)CN2C(=O)COc3ccc(S(=O)(=O)N4CCC(C)CC4)cc32)cc1	i	-10
COC(=O)c1cccc(NC(=O)c2nsc3ccccc23)c1	-90%[inhibitor]	1

Single records, as listed above.
Cc1ccc(CNC(=O)c2sc3nc(C)cc(C)c3c2-n2cccc2)cc1 across the screens: PTHR1 agonist = i; DRD3 agonist = 15
Cc1ccc2oc(=O)c3cnn(CC(=O)N4CCN(c5cccc(C(F)(F)F)c5)CC4)c3c2c1 across the screens: PTHR1 agonist = i; DRD3 agonist = 10
COc1ccccc1-c1noc(-c2ccc(NC(C)C)c([N+](=O)[O-])c2)n1 across the screens: PTHR1 agonist = -69%[inhibitor]; DRD3 agonist = -5

(list continues)
SMILES	PTHR1 agonist	DRD3 agonist
Cc1cc(Cl)ccc1OCC(=O)Nc1c(Cl)ccc2nsnc12	-36%[inhibitor]	-15
COc1cccc(N2CC(NC(=O)c3cc4ccccc4o3)CC2=O)c1 (stereo unspecified)	-1%	-13
Cc1ccc(Cc2nc3ccccc3nc2SCC(=O)NCCC(C)C)cc1	-6%	1
Cc1ccccc1CNC(=O)C1CCN(c2nn3cc(-c4ccc(F)cc4)nc3s2)CC1	i	3
Cc1cccc(CC(=O)Nc2cccc(-c3nc4cccnc4s3)c2)c1	-46%[inhibitor]	-22
Cc1cccc(CNC(=O)CN2C(=O)CSc3c2c(C)nn3-c2ccccc2)c1	i	4
CCc1nnc(SCc2nc(-c3ccccc3F)oc2C)c2cc3sccc3n12	i	-7
CCCn1c(=O)c2sccc2n2c(CCCC(=O)NCc3ccccc3)nnc12	?	6
COc1ccc(NC(=O)c2c(NCc3cccc(OC)c3)sc3c2CCCC3)cc1	i	-15
COc1ccc(-n2c(=O)c3ccccc3n(CC(=O)NCCc3ccccc3)c2=O)c(OC)c1	-43%	-10
CCOCCc1nn2c(=O)cc(COC(=O)c3ccccc3NC(=O)CC(C)C)nc2s1	i	3
CCN(Cc1ccccc1)C(=O)CCc1c(C)nc2c(c(C)nn2-c2ccc(C)c(C)c2)c1C	-20%	1
COc1ccc(-c2nnc3c4ccccc4c(-c4ccccc4)nn23)cc1	i	9
COc1cccc(/C=C/c2nc(C#N)c(N3CCCCCC3)o2)c1	-16%	3
CCOc1cc(C2CC(=O)Nc3cc4c(cc32)OCCO4)ccc1O (stereo unspecified)	i	-7
CCN(CC)c1ccc(CN(C(=O)Cc2coc3ccc(C)cc23)C2CCS(=O)(=O)C2)cc1 (stereo unspecified)	-13%	4
O=C(c1cnn(-c2ccc(F)cc2)c1-n1cccc1)N1CCN(c2ccccc2)CC1	-42%[inhibitor]	1
Cc1ccc(-c2cc(C(=O)N(Cc3ccccc3)Cc3ccco3)no2)cc1F	-17%	-5
COC(=O)C1=C(c2ccccc2)c2ccccc2S(=O)(=O)N1CC(=O)Nc1cccc(C(C)=O)c1	21%	-6
Cc1ccc(Oc2coc3cc(OCC(=O)NC4CCCCC4)ccc3c2=O)cc1	-25%	4
Cc1ccc(NC(=O)CCNS(=O)(=O)c2ccc3c(c2)CCCC(=O)N3)cc1	i	1
O=C(C1CC1)N1CCc2cc(Br)cc(S(=O)(=O)Nc3ccc(F)c(F)c3)c21	-46%[inhibitor]	15
CCN(Cc1ccccc1)C(=O)CN1C(=O)COc2ccc(S(=O)(=O)N3CCOCC3)cc21	i	9
CCOC(=O)c1cc(C)n(CC2CCC(C(=O)Nc3cccc(Cl)c3)CC2)c1C (stereo unspecified)	-84%[inhibitor]	-9
Cc1ccc(-n2ncc(C(=O)N3CCN(c4ccccn4)CC3)c2C2CCN(C(=O)OC(C)(C)C)CC2)cc1C	i	1
Remaining list, next part.
SMILES	PTHR1 agonist	DRD3 agonist
Cc1cccc(NC(=O)c2ccc3snnc3c2)c1	i	4
COc1ccc(CNC(=O)CCc2cn(Cc3cc(C)ccc3C)c3ccccc23)cc1OC	-8%	-13
CCC(=O)N1CCc2cc(Br)cc(S(=O)(=O)CCC(=O)N3CCN(c4ccccc4F)CC3)c21	i	-11
O=c1oc2c3c(ccc2c2ccccc12)OCN(Cc1cccc(Cl)c1)C3	i	-20
Cc1ccccc1CNCc1c(C(=O)O)c(C)n(Cc2ccc(F)cc2Cl)c1C	-6%	-4
Clc1ccc(CCNC(c2ccc(Cl)cc2)c2nnc(-c3ccccc3)o2)cc1 (stereo unspecified)	-65%[inhibitor]	-11
COCCCNC(=O)c1[nH]c2ccccc2c1Sc1ccc(C)cc1	-31%[inhibitor]	6
COc1ccc(Cl)cc1NC(=O)c1c(NCc2ccc(C)o2)sc2c1CCCC2	i	1
CC(C)(C)C1CCc2c(sc(NC(=O)c3noc4c3CCCC4)c2C#N)C1 (stereo unspecified)	-18%	-11
Cc1ccccc1NC(=O)C(Cc1ccccc1)N1Cc2ccccc2C1=O (stereo unspecified)	i	-9
CCOc1ccc(CCNC(=O)c2cc3cccc4c3n2CCS4)cc1	-24%	10
COc1ccc(NC(=O)c2ccc3nc(C(C)C)oc3c2)cc1OC	i	-6
O=C(Nc1sc2c(c1C(=O)NCc1ccco1)CCCC2)c1cc(=O)c2cc(Cl)ccc2o1	i	9
O=c1oc2ccccc2cc1-c1cn2cc(Cc3cc(Cl)ccc3Cl)sc2n1	i	-6
COc1ccc(OC)c(NC(=O)N2CCN(S(=O)(=O)c3ccc4c(ccn4C)c3)CC2)c1	-16%	-14
COc1cccc(C2c3c(-c4ccccc4O)n[nH]c3C(=O)N2Cc2cccnc2)c1 (stereo unspecified)	1%	2
Cc1c(C)c2cc3c(c(C)c2oc1=O)OCN(CCc1ccc(F)cc1)C3	i	-32
CCCCn1c(=NC(=O)c2c(-c3c(F)cccc3Cl)noc2C)c(C(=O)OCC)cc2c(=O)n3ccccc3nc21	i	-14
CCN(CC)c1nn2c(=O)c(C(=O)NCCc3ccccc3C)cnc2s1	4%	-6
CCOc1ccc(CCNC(=O)CSc2nnnn2-c2ccccc2Cl)cc1OCC	-16%	-17
CCOc1ccc(NC(=O)c2cc(S(=O)(=O)N3CCc4ccccc43)ccc2F)cc1	-19%	4
CCc1cccc(-n2c(=O)c3cccnc3n2CC(=O)NCc2ccccc2)c1	-6%	9
COc1ccc(N2C(N)=C(C#N)C(c3cc(CN4CCOCC4)cs3)C3=C2CCCC3=O)cc1 (stereo unspecified)	i	-11
CCc1ccc(-n2c(=O)c3cccnc3n2CC(=O)N(CC)c2cccc(C)c2)cc1	i	6
COc1cccc(NC(=O)CSCn2nnc3c(=O)[nH]c(Cc4ccc(F)cc4)nc32)c1	i	3

A few values from the entries so far:
DRD3 agonist with COc1ccc(CNC(=O)CCc2cn(Cc3cc(C)ccc3C)c3ccccc23)cc1OC : -13
DRD3 agonist with CCC(=O)N1CCc2cc(Br)cc(S(=O)(=O)CCC(=O)N3CCN(c4ccccc4F)CC3)c21 : -11

(cont.)
SMILES	PTHR1 agonist	DRD3 agonist
Cc1ccc(S(=O)(=O)c2cn(Cc3ccc(F)cc3)c3cc(F)c(F)cc3c2=O)cc1	i	-2
CCOc1ccc(-c2c(C)nn3c(C)c(C(=O)Nc4cc(C)cc(C)c4)cnc23)cc1OCC	5%	-18
CCSc1nn(CC(=O)Nc2cccc(Cl)c2)c(N)c1S(=O)(=O)c1ccc(OC)cc1	-15%	1
O=C(NCc1cccc(Br)c1)c1cnn(-c2ccc(F)cc2)c1-n1cccc1	i	-4
CCN(CC)S(=O)(=O)c1nnc(NC(=O)COc2cccc(C)c2)s1	30%	-7
O=C(c1ccco1)N1CCN(c2nc3ccc(Cl)cc3s2)CC1	-31%[inhibitor]	13
CCC(=O)N1CCc2cc(S(=O)(=O)NC(Cc3ccccc3)C(=O)Nc3cccc(OC)c3)ccc21 (stereo unspecified)	-17%	-2

Structures above with a tert-butyl group:
SMILES	PTHR1 agonist	DRD3 agonist
Cc1ccc(-n2ncc(C(=O)N3CCN(c4ccccn4)CC3)c2C2CCN(C(=O)OC(C)(C)C)CC2)cc1C	i	1
CC(C)(C)C1CCc2c(sc(NC(=O)c3noc4c3CCCC4)c2C#N)C1 (stereo unspecified)	-18%	-11
